Bioassay records: PubChem BioAssay, National Center for Advancing Translational Sciences (NCATS)
Pf growth 96h: Primary qHTS for delayed death inhibitors of the malarial parasite plastid, 96 hour incubation. actives 6.9% (n = 320,000). P. falciparum luciferase reporter growth, 96 h. Potency, µM (highest dose often 28.7 µM), inactives show at the highest dose activity change, negative = inhibition, hits mostly inhibitors; also: potency is read from the fitted curve at half-maximal effect; % is scaled to controls: 0 for no effect and ±100 for the full control effect
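Luminescence readout: decreased luciferase signal marks inhibited growth of reporter-expressing P. falciparum in infected red cells (2% hematocrit, 0.05% parasitemia final), exposed to compound two generations (96 h, 37 C, 5% CO2).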
HCV inhibitor: qHTS Assay for Inhibitors of Hepatitis C Virus (HCV). Huh7.5.1 HCVcc-Cre infection, luciferase reporter, 44 h. Potency, µM (top dose mostly 41.8 µM), for the others: at the top dose activity change, negative = inhibition, actives largely listed as inhibitors. actives 3.4% (n = 340,000). AID 651820, 2012; also: potency is read from the fitted curve at half-maximal effect; % is scaled to controls: 0 for no effect and ±100 for the full control effect
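Cells seeded at 1,000/well and cultured 4 h, then compounds added followed by HCVcc-Cre virus (~0.5 moi). After 44 h further culture, luciferase substrate was added, plates held 15 min at room temperature, and luminescence read for 15 sec.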
Pf growth 48h: Primary qHTS for delayed death inhibitors of the malarial parasite plastid, 48 hour incubation; P. falciparum luciferase growth in erythrocytes, 48 h; Potency, µM (top dose mostly 28.7 µM), for the others: top-dose activity change, negative = inhibition, hits mostly inhibitors; actives 5.9% (n = 310,000); AID 504832, 2011; also: potency is read from the fitted curve at half-maximal effect; % is scaled to controls: 0 for no effect and ±100 for the full control effect
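Read-out is firefly luciferase luminescence from an integrated reporter in P. falciparum, so falling signal marks reduced parasite growth. Infected erythrocytes were at 2% hematocrit and 0.1% parasitemia (final) in Albumax-supplemented RPMI 1640.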
Cycloheximide cs: Cycloheximide Counterscreen for Small Molecule Inhibitors of Shiga Toxin; cell reporter, cycloheximide protein synthesis inhibition counterscreen; max response, %; actives 12% (n = 300,000); AID 2314, 2010; in the data active = max response mostly above about 13%, no sharp cut-off; inactive = mostly below about 14%; also: read at 38.3 µM for the half of the compounds with a filed dose; 0% is about no effect
FBPA Giardia inh: qHTS Assay for Inhibitors of Fructose-1,6-bisphosphate Aldolase from Giardia Lamblia | A8B2U2 | Potency, µM (highest dose often 59.6 µM), inactives show top-dose activity, negative = inhibition, hits mostly inhibitors | purified Giardia FBPA | actives 0.71% (n = 290,000); also: potency is read from the fitted curve at half-maximal effect; % is scaled to controls: 0 for no effect and ±100 for the full control effect; nearly all actives have a fitted effect of over 55% in size
Target sequence (A8B2U2 whole entry, looked up): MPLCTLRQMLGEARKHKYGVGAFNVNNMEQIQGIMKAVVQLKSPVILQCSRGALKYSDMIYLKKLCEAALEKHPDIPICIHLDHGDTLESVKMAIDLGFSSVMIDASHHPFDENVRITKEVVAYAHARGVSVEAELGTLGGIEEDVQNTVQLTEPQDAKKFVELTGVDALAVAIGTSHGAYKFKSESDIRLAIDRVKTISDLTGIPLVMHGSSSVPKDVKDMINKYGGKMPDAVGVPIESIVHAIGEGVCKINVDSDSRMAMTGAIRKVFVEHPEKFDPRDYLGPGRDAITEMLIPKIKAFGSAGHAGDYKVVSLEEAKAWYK
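40 nM FBPA preincubated 10 min at RT with compound (up to 57.5 uM final), then substrate plus GAPDH/TPI/NAD/arsenate coupling and diaphorase/resazurin added. Fluorescence read after 20 min at RT, 525/598 nm.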
Shiga inhibitor: A qHTS for Small Molecule Inhibitors of Shiga Toxin. AID 2315, 2010. inhibition, % at 38.7 µM. Vero cells, Shiga toxin protein synthesis inhibition reporter. actives 9.2% (n = 290,000); in the data active = inhibition mostly above about 28%, no sharp cut-off; inactive = mostly below about 43%; also: 0% is about no effect
* marks the source's active call; other numbers are inactive results; i = inactive; ? = inconclusive; · = not tested or not shown; & = joins results of further samples; [ ] = another dose, or the depositor's remark. Unless noted, calls follow the shape of the dose curve; as a rule, active = well fitted curve in the direction sought with a large enough effect; inconclusive = small, poorly fitted or top-dose-only effect, or another doubt; inactive = no such curve, though single readings can be large; an effect the other way counts as inactive or inconclusive.

SMILES	Pf growth 96h	HCV inhibitor	Pf growth 48h	Cycloheximide cs	FBPA Giardia inh	Shiga inhibitor
O=C(CCC(=O)OCC(=O)c1ccc(-c2ccccc2)cc1)Nc1cccc2cccnc12	?	-5%	19%	-1	4%	3
CC(=O)Nc1nonc1NC(=O)CSC1=NCCS1	0%	3%	-4%	12	-19%	1
CC(C)CC(=O)NN(C)c1nc(-c2ccccc2)nnc1C(F)(F)F	?	-8%	·	0	1%	-9
Cc1cc(S(=O)(=O)c2cc3ccc(O)c(C)c3oc2=O)ccc1F	4%	4%	8%[0.00184 µM]	-5	10%	23
O=C(COc1ccc([N+](=O)[O-])cc1)NCCc1nc2ccccc2[nH]1	130%[activator]	13%	0%	-2	1%	30
CCO[C@H]1OC(C(=O)N2CCN(Cc3ccc4c(c3)OCO4)CC2)=C[C@@H](c2cn(C(C)=O)c3ccccc23)[C@@H]1CCCO	7.4µM*	?	1µM*	2	-4%	-15
O=C(CSc1nnnn1-c1cccc(O)c1)NC1CC1	?	10%	8%	-2	7%	-4
O=C1c2ccccc2C2(c3ccccc3)NCCN12 (stereo unspecified)	·	13%	-4%	-5	-1%	-13
Cc1ccc(C(=O)OCC2OC3OC(C)(C)OC3C2O)cc1 (stereo unspecified)	5%	27%	20%	24	4%	-2
COc1cc2c(cc1OC)CN(c1ncccc1[N+](=O)[O-])CC2	74%[activator]	-10%	49%[activator]	25*	-10%	55*
O=C(NC1CCN(Cc2ccccc2)CC1)c1ccccc1OCc1ccccc1Cl	?	?	?	-2	·	-16
O=C(Nc1cc(C(F)(F)F)ccc1-n1cncn1)C1CC1	?	?	-8%	·	·	·
Cc1ccc(SCCC(=O)NC2CC2)cc1	-1%	2%	20%	8	1%	5
CC1(C)CC(=O)N(c2cccc(C(F)(F)F)c2)C(=O)C1	-20%	-3%	3%	1	10%	-8
COc1ccccc1C1(CCNC(C)c2cccs2)CCOC(C(C)C)C1 (stereo unspecified)	8.3µM*	?	8.3µM*	-1	3%	1
Cc1ccc(C)c(Cc2c(C)nc3c(C(=O)NCc4ccc5c(c4)OCO5)cnn3c2C)c1	10µM*	·	·	-4	1%	2
Cc1ccc(S(=O)(=O)NCC(=O)Nc2cccc([N+](=O)[O-])c2)cc1	?	-8%	-12%	-2	-15%	-7
COc1ccc(/C=C/C(=O)c2ccc(OC)cc2OC)c(OC)c1	3.7µM*	?	?	7	-5%	4
COc1cc(Cl)ccc1S(=O)(=O)n1nc(C)cc1C	·	10%	-7%	2	2%	-10
COc1ccc(C(=O)Nc2cc(C)nn2-c2cccc(F)c2)cc1	?	-13%	9%	10	1%	21
Cc1cccc(C)c1-n1c(C)nn(CCOc2ccccc2)c1=O	?	9%	-9%	-2	1%	-9
CCC(=O)NNC(=O)c1c(O)c2ccccc2[nH]c1=O	51%[activator]	7%	23%	1	-6%	-6
COc1ccc(C2=NN(C(=O)CCC(=O)O)C(c3ccccc3F)C2)cc1 (stereo unspecified)	2.3µM*	-13%	-21%	1	0%	-9
Fc1ccccc1N=C1NN=C(c2ccccc2)CS1	-44%	?	?	53*	0%	138*
O=c1c2c(nc3c(-c4ccc(Cl)cc4)c[nH]n13)CCC2	-13%	?	10µM*	-1	-6%	13
O=C(Nc1ccccc1C(=O)O)c1ccc2ccccc2n1	37%[activator]	15%	72%[activator]	30*	?	124*
CC1(C)Cn2c(nc(=O)c3c2NCN(CCc2ccccc2)C3)S1	?	·	12%	-3	-8%	-12
COC(=O)c1cc(CC(=O)c2ccc(O)cc2O)c(C)o1	?	-3%	-6%	-2	12%	-9
O=C(CSc1nnnn1-c1ccccc1)NC1CCCc2ccccc21 (stereo unspecified)	21%	-8%	15%	7	4%	12
O=C1NC(=O)N(Cc2ccccc2)C1=O	-19%	12%	0%[0.00184 µM]	-4	?	22
COc1cc(OC)c(NS(=O)(=O)c2ccc(Cl)c(C(=O)OC(C)C(=O)N3CCCC3)c2)cc1Cl (stereo unspecified)	-29%	?	-11%	2	6%	-16
CC(CCc1ccccc1)NC(=O)CNC(=O)c1ccccc1Br (stereo unspecified)	-8%	-12%	7%	-3	·	-23
CCOc1ccccc1NC(=O)CSc1nc2cccnc2n1C	28%	?	-13%	-5	1%	-22
Cc1nnc(NC(=O)CSC2CCCCC2)s1	16%	25%	18%	-1	-16%	-3
Cn1c(CNC(=O)c2ccccc2)nnc1SCC(=O)Nc1nccs1	1%	4%	5%	-3	2%	-21
C/C(=N\NC(=O)C(O)c1ccccc1)c1ccc(Cl)cc1 (stereo unspecified)	4.1µM*	-17%	-19%	7	10%	16
OC(c1ccncc1)(c1ccc(F)cc1)c1ccc(F)cc1	-3%	2%	?	12	6%	-3
CCC(=O)N1CCc2nc(-c3ccccc3)sc2C1	-14%	-3%	3%	25*	-11%	69*
Cc1n[nH]c(=S)n1Cc1ccccc1	21%	19%	13%	-1	-26%	24
CCOC(=O)N1CCN(C(=O)/C(=C/c2ccccc2OC)NC(=O)c2ccccc2)CC1	?	6%	?	-1	5%	1
O=C(O)c1ccc(Nc2nc3ccc(Cl)cc3[nH]2)cc1	33%[activator]	2.8µM*	52%[activator]	3	?	7
COc1ccccc1NS(=O)(=O)c1ccc2c(c1)NC(=O)C(C)S2 (stereo unspecified)	78%[activator]	-22%	?	23*	·	14
CC1CN=C(N(C(=O)Nc2ccccc2)c2ccc(F)cc2)S1 (stereo unspecified)	?	-1%	·	11	4%	21
CC(Sc1nnc(C2CC2)n1C1CC1)C(=O)c1ccc(Br)cc1 (stereo unspecified)	?	21%	-11%	·	·	·
CCOC(=O)C1CCCN(C(=O)Nc2ccccc2)C1 (stereo unspecified)	-19%	14%	·	-4	1%	-16
C=CCN1C(=O)c2ccc(C(=O)N3CCN(S(=O)(=O)c4cccc(F)c4)CC3)cc2C1=O	8%	9%	35%[activator]	·	·	·
Cc1ccc(S(=O)(=O)n2cnc3ccccc32)cc1[N+](=O)[O-]	-11%	10%	17%	-2	-8%	21
COc1ccccc1NC1=NC(c2ccc(Cl)cc2)N=C(N)N1 (stereo unspecified)	0.93µM*	10µM*	10µM*	3	-2%	1
COC(=O)[C@@]1(Cc2ccccc2)[C@H]2c3cc(C(=O)N4CCCC4)n(Cc4ccsc4Br)c3C[C@H]2CN1C(=O)c1ccccc1	3.3µM*	4%[8.37 µM]	?	-1	-1%&-4%	-6
COc1ccc2c3c(c(=O)oc2c1)C1O[C@](CCCCN2C(=O)c4ccccc4C2=O)(Cc2cc(OC)c(OC)cc21)O3	41%[activator][5.75 µM]	·	1.5µM*	-2	-15%[12.9 µM]	i

Next section.
SMILES	Pf growth 96h	HCV inhibitor	Pf growth 48h	Cycloheximide cs	FBPA Giardia inh	Shiga inhibitor
Cc1cccc(NC(=O)c2c(F)c(F)c(F)c(F)c2F)c1	?	?	·	1	5%	18
CC(=O)Nc1ccc(NC(=O)CNC(=O)c2sc3ccccc3c2Cl)cc1	39%[activator]	13%	1%	·	·	·
CCN1CCN(CCCNC(=O)c2ccc(NC(=O)C3=C(C)OCCS3)cc2)CC1	?	2%	12%	-8	·	-4
COc1cccc(-n2c(=O)c3sccc3n(CC(=O)NCC3CCCO3)c2=O)c1 (stereo unspecified)	-23%	1%	1%	4	8%	20
COc1cccc(NC(=S)N2CCN(S(=O)(=O)c3ccccc3)CC2)c1	?	1%	?	2	·	-7
Nc1nonc1C(=O)NCCNCc1ccccc1OCc1ccccc1F	6%[5.75 µM]	-29%	-22%	-2	0%	-13
C/C(Cl)=C/Cn1c(N2CCCC2)nc2c1c(=O)n(C)c(=O)n2C	-6%	?	-27%	-2	-4%	-9
O=C(Cn1nc(-c2cccc([N+](=O)[O-])c2)c2ccccc2c1=O)Nc1cccnc1	?	-7%	·	-5	4%	-9
CCn1cc(C2=NOC(C(=O)Nc3c(C)nn(Cc4ccc(F)cc4)c3C)C2)c(C)n1 (stereo unspecified)	-10%	?	-17%	-2	4%	1
COc1cc(NC(=O)NCC2CCN(Cc3ccccc3C)CC2)cc(OC)c1OC	38%[activator]	-13%	-2%	-1	4%	-4

Rewritten with values under each structure: part of the list above.
Below each compound: Pf growth 96h | HCV inhibitor | Pf growth 48h | Cycloheximide cs | FBPA Giardia inh | Shiga inhibitor
> O=C(CCC(=O)OCC(=O)c1ccc(-c2ccccc2)cc1)Nc1cccc2cccnc12
  ? | -5% | 19% | -1 | 4% | 3
> CC(=O)Nc1nonc1NC(=O)CSC1=NCCS1
  0% | 3% | -4% | 12 | -19% | 1
> CC(C)CC(=O)NN(C)c1nc(-c2ccccc2)nnc1C(F)(F)F
  ? | -8% | · | 0 | 1% | -9
> Cc1cc(S(=O)(=O)c2cc3ccc(O)c(C)c3oc2=O)ccc1F
  4% | 4% | 8%[0.00184 µM] | -5 | 10% | 23
> O=C(COc1ccc([N+](=O)[O-])cc1)NCCc1nc2ccccc2[nH]1
  130%[activator] | 13% | 0% | -2 | 1% | 30
> CCO[C@H]1OC(C(=O)N2CCN(Cc3ccc4c(c3)OCO4)CC2)=C[C@@H](c2cn(C(C)=O)c3ccccc23)[C@@H]1CCCO
  7.4µM* | ? | 1µM* | 2 | -4% | -15
> O=C(CSc1nnnn1-c1cccc(O)c1)NC1CC1
  ? | 10% | 8% | -2 | 7% | -4
> O=C1c2ccccc2C2(c3ccccc3)NCCN12 (stereo unspecified)
  · | 13% | -4% | -5 | -1% | -13
> Cc1ccc(C(=O)OCC2OC3OC(C)(C)OC3C2O)cc1 (stereo unspecified)
  5% | 27% | 20% | 24 | 4% | -2
> COc1cc2c(cc1OC)CN(c1ncccc1[N+](=O)[O-])CC2
  74%[activator] | -10% | 49%[activator] | 25* | -10% | 55*
> O=C(NC1CCN(Cc2ccccc2)CC1)c1ccccc1OCc1ccccc1Cl
  ? | ? | ? | -2 | · | -16
> O=C(Nc1cc(C(F)(F)F)ccc1-n1cncn1)C1CC1
  ? | ? | -8% | · | · | ·
> Cc1ccc(SCCC(=O)NC2CC2)cc1
  -1% | 2% | 20% | 8 | 1% | 5

Additional structures follow:
SMILES	Pf growth 96h	HCV inhibitor	Pf growth 48h	Cycloheximide cs	FBPA Giardia inh	Shiga inhibitor
CCOC(=O)C1CCN(C(=O)CCC2CCCC2)CC1	31%[activator]	3%	45%[activator]	3	21%	22
O=C(N/N=C/c1cc([N+](=O)[O-])ccc1O)Nc1ccccc1	-14%	-2%	?	11	12%	15
CCOC(=O)c1c(C)[nH]c(C(=O)COC(=O)CSCC(=O)N(CC)CC)c1C	-21%	8%	-1%	5	1%	-7
CCOC(=O)c1c(CN2CCCCC2C)oc2ccc(OC)cc12 (stereo unspecified)	-18%	-21%	-19%	-5	3%	15
Cc1ccc(S(=O)(=O)NC(C(=O)Oc2ccc3c(C)c(Cl)c(=O)oc3c2)c2ccccc2)cc1 (stereo unspecified)	-15%	-14%	35%[activator]	-6	-4%	-12
Cc1ccc2cc3c(N)c(C(=O)N4CCOCC4)sc3nc2c1	0%	8%	128%[activator]	30*	-10%	103*
CN(C)CCCNC(=S)N1CCC(c2nc3ccccc3[nH]2)CC1	0%	?	-4%	-3	8%	·
COCCCNC(=O)CCn1c(=O)c2ccccc2n(CC(=O)NCCc2ccc(OC)c(OC)c2)c1=O	?	1%	?	-2	1%	-14
CCN1CCN(CCOc2cccc(Cl)c2Cl)CC1	12%	?	?	12	?	-4
Cc1c(NC(=O)C(C)OC(=O)CCc2ccccc2)c(=O)n(-c2ccccc2)n1C (stereo unspecified)	?	3%	?	-7	9%	-8

An unsorted share of the library; about 24% have a hit in one of these screens.
